# Akt phos inh: HTS Assay for Inhibitors of Akt Phophorylation: Primary Screen; AID 651550, 2012; 0.32% of 360,000 active; activity change, % for hits at 50 µM; Neuro2A IGF-stimulated pAkt S473 HTRF, 20 min; hits give low values; in the data active means activity change below about -80%; inconclusive means mostly about -51% to -80%; further: on the % scale 0 is the no-effect control and ±100 the full control effect
#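 Neuro2A cells (4,500/well, DMEM with 0.5% FBS) were treated with compound at a single 50 µM final concentration, stimulated with 6 nM IGF for 20 min at 37 °C, and lysed. Phospho-Akt Ser473 was read by HTRF as 665/615 ratio ×10^4.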
# Abeta rescue: qHTS for compounds that reverse cellular toxicity of Amyloid beta (A-beta) peptide in yeast: Primary Screen | yeast expressing A-beta42, growth rescue, OD600, 48 h; response scale: 0% DMSO, 100% iron-clioquinol control | Potency, µM (doses to about 46.1 µM), for inactives: top-dose growth rescue, actives largely listed as activators | 0.063% of 410,000 active; further: potency means the concentration at half of the fitted maximal effect; nearly all actives have a fitted effect of over 55% in size
#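 Yeast growth medium received pinned compounds, then yeast cells expressing toxic A-beta were added; plates incubated at 30 C for 48 hr. Growth read as absorbance at 600 nm, normalized to DMSO and equimolar FeCl3 plus clioquinol controls.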
# GLP1R inv ag: qHTS of GLP-1 Receptor Inverse Agonists (Inhibition Mode); Potency, µM (top dose mostly 38.3 µM), for inactives: at the top dose activity change, negative = inhibition, hits mostly inhibitors; 1.6% of 410,000 active; Glucagon-like peptide 1 receptor (Homo sapiens), P43220; HEK293 GLP-1R CRE-luciferase, luminescence, 24 h; GLP-1R form is constitutively active; further: potency means the concentration at half of the fitted maximal effect; on the % scale 0 is the no-effect control and ±100 the full control effect; nearly all actives have a fitted effect of over 55% in size
#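 Readout was luciferase luminescence, measured 12 min after detection reagent at room temperature. Beforehand, GLP-1R reporter HEK293 cells had sat 12 h, then received compounds for 24 hr at 37 deg C.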
# aSyn yeast inh: qHTS of alpha-syn Inhibitors | 0.14% of 370,000 active | Yeast expressing alpha-synuclein, growth rescue, BacTiter-Glo, 24 h | Potency, µM (doses to about 46.1 µM), for inactives: at the highest dose growth rescue (activation), actives largely listed as activators; further: potency means the concentration at half of the fitted maximal effect; % of control where 0% means no effect; nearly all actives have a fitted effect of over 65% in size
#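 Galactose-induced alpha-syn yeast (OD600=0.02, raffinose-pregrown) + pinned cpd, 24 hr, 30 deg C; growth by BacTiter-Glo luminescence. Growth restoration scores as activation.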
# TDP43 rescue: qHTS of TDP-43 Inhibitors; TDP-43 expressing yeast growth rescue, BacTiter-Glo, 24 h; Potency, µM (series often up to 46.1 µM), for the others: at the top dose growth rescue (activation), hits mostly activators; 1.8% of 410,000 active; AID 652104, 2013; further: potency means the concentration at half of the fitted maximal effect; % of control where 0% means no effect; nearly all actives have a fitted effect of over 50% in size
#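 Yeast cells expressing TDP-43 under galactose induction are exposed to compounds for 24 hr at 30 deg C. BacTiter-Glo luminescence measures growth, so protective compounds score as activators.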
# PTHR1 ag: qHTS for PTHR1 Agonists: Primary Screen; AID 743266, 2014; 0.075% of 410,000 active; Parathyroid hormone/parathyroid hormone-related peptide receptor (Homo sapiens), Q03431; HEK293 GP2 PTHR1 cells, GloSensor cAMP luminescence, 1 h; Potency, µM (series often up to 115 µM), for the others: at the top dose activation, hits mostly activators; further: potency means the concentration at half of the fitted maximal effect; nearly all actives have a fitted effect of over 55% in size; some results filed as inactive show a strong effect at the top dose; inactives centre near -15; many of its hits are not listed in these tables
# Target sequence (Q03431 whole entry, looked up): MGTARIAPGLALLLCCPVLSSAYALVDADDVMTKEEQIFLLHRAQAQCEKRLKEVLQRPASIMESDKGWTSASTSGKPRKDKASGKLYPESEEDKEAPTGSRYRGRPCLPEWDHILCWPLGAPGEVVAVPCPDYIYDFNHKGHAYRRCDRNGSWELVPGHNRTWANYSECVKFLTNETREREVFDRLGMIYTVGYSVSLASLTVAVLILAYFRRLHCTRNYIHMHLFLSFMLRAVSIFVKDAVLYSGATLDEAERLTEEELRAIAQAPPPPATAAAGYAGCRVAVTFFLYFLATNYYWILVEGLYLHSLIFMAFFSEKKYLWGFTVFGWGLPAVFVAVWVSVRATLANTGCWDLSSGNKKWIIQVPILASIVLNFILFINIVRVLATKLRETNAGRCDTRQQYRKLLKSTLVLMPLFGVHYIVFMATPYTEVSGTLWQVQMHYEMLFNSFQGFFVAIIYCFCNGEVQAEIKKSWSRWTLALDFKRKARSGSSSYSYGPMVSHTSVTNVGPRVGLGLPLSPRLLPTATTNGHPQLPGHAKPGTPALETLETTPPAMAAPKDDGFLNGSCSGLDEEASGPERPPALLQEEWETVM
#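 HEK-293-derived GP2 cells expressing PTHR1 and a GloSensor cAMP reporter, 3,000/well, plated overnight, given luciferin plus IBMX (each 0.5 mM as added) for 1 h at 37 °C, then compound for 1 h at 37 °C. Luminescence was read after 15 min at room temperature.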
# GLP-1R agonist: qHTS of GLP-1 Receptor Agonists; Glucagon-like peptide 1 receptor (Homo sapiens), P43220; HEK293 GLP-1R CRE-luciferase, luminescence, 4-6 h; cells express a hypersensitive GLP-1R form; Potency, µM (titrated, usually from 45.6 µM), without a hit: at the top dose activation, most hits filed as activators; 0.007% of 380,000 active; AID 624172, 2012; further: potency means the concentration at half of the fitted maximal effect; % of control where 0% means no effect
# D3 antag: qHTS of D3 Dopamine Receptor Antagonist: qHTS; 2.5% of 360,000 active; max response, negative = inhibition, %; D3R cells, DiscoveRx beta-arrestin luminescence, antagonist mode; hits give low values; D(3) dopamine receptor (Homo sapiens), P35462; in the data active means max response below about -50%; inconclusive means no clear call, values can overlap the other calls; further: on the % scale 0 is the no-effect control and ±100 the full control effect; mostly tested at two doses, the higher about 12 µM
# Target sequence (P35462 whole entry, looked up): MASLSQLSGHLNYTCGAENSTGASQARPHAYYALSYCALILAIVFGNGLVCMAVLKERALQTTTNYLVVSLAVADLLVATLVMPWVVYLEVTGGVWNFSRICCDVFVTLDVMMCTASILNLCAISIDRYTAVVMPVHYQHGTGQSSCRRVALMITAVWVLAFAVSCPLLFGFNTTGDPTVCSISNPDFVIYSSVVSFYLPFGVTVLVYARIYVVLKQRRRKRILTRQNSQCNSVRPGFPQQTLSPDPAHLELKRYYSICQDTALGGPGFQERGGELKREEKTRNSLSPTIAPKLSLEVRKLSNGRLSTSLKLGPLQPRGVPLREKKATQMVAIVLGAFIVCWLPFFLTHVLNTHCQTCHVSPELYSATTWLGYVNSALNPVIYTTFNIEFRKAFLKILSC
#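 Cells plated overnight at 1500 cells/well, then exposed to library compounds with dopamine controls for 90 minutes at 37 degrees C. DiscoveRx reagent added for 30–60 minutes at room temperature; luminescence read, quantitative HTS format.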
# FUS yeast rescue: qHTS for Suppressors of FUS Proteinopathy: Primary screen using FUS-linked yeast assay; S. cerevisiae FUS-expressing, growth rescue, OD600, 24 h; 0.24% of 390,000 active; Potency, µM (series often up to 76.6 µM), inactives show top-dose growth rescue (activation), hits mostly activators; AID 1347120, 2019;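 further: potency means the concentration at half of the fitted maximal effect; plate controls were DMSO vehicle for no effect and reference control for full effect; nearly all actives have a fitted effect of over 55% in size; some results filed as inactive show a strong effect at the top dose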
#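 Yeast FUS proteinopathy model; galactose-induced FUS (2%), starting OD 0.005. Cpds in dilution series, 24hr, 30C, 99% humidity. Abs 600 nm growth. Pos ctrl CP55940 (top 92uM final); neg ctrl DMSO.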
# * hit, by the source's call; i = inactive; ? = inconclusive; / = not tested or not shown; & = joins results of further samples; ! = repeats disagree; [ ] = another dose, or the depositor's remark. Unless noted, the call rests on the fitted dose curve; in most records, active means well fitted curve in the direction sought with a large enough effect; inconclusive means small, poorly fitted or top-dose-only effect, or another doubt; inactive means no such curve, though single readings can be large; an effect the other way counts as inactive or inconclusive.
SMILES,Akt phos inh,Abeta rescue,GLP1R inv ag,aSyn yeast inh,TDP43 rescue,PTHR1 ag,GLP-1R agonist,D3 antag,FUS yeast rescue
Cc1cccc(C)c1NC(=O)NC1(C(=O)NCCCN2CCOCC2)CCCCC1,i,-6%,-8%,-6%,-7%,i,1%,-21,-3%
Cc1cccc(N2CCN(C(=O)c3cc(S(=O)(=O)N(C)C)ccc3N3CCCC3)CC2)c1C,i,27%,?,11%,-13%,-17%,-13%,0,20%
CN(C)/C(CN1CCN(C=O)CC1)=C1\N=C(c2ccccc2)OC1=O,i,-8%,9%,21%,-16%,-28%,2%,47,-25%
Cc1ccc(S(=O)(=O)c2nnn3c2nc(N(C)Cc2ccccc2)c2cc(Cl)ccc23)cc1C,/,-9%,1%,/,12%,-23%,/,/,3%
O=C(CCn1c(=O)[nH]c2ccccc2c1=O)N1CC=C(c2ccccc2)CC1,i,-9%,-14%,-2%,13%,-38%[inhibitor],3%,-16,7%
Cc1ccccc1N1CC(C(=O)Nc2ccc(S(=O)(=O)N3CCOCC3)cc2)CC1=O (configuration not stated),i,0%,0%,-5%,-11%,i,8%,3,19%
CC1CCCN(S(=O)(=O)c2cc3c4c(c2)CC(=O)N4CCC3)C1 (configuration not stated),/,4%,-17%,/,24%,i,/,/,45%
CCCCn1c(N)c(N(CC(C)C)C(=O)c2ccc(-c3ccc([N+](=O)[O-])cc3)o2)c(=O)[nH]c1=O,i,4%,1%,1%,23%,-10%,-8%,6,/
CC(=O)c1cccc(NC(=O)Nc2ccc3c(c2)N(C)C(=O)CS3)c1,i,15%,0%,1%,3%,-41%[inhibitor][57.5 µM],-18%,10,43%
CCC(=O)c1cn(CC(=O)Nc2c(C)cccc2C)c2ccccc12,i,8%,-8%,-3%,-13%,-5%,-3%,-13,-20%
COC(=O)c1ccc(S(=O)(=O)N2CCC(O)CC2)n1C,i,5%,37%[activator],-6%,-8%,i,6%,6,13%
COc1ccc(OC)c(N(CC(=O)O)S(=O)(=O)c2ccc(OC)c(OC)c2)c1,i,-9%,2%,-1%,-3%,-5%[57.5 µM],5%,-24,8%
Cc1[nH]c(C)c(S(=O)(=O)Nc2cccc(Cl)c2C)c1C(=O)N1CCCCC1,i,-1%,?,1%,-8%,i,3%,-51*,4%
CC(=O)Nc1cccc(Nc2nc(-c3ccccc3F)nc3ccccc23)c1,i,-3%,?,3%,-13%[0.397 µM],-25%,8%,2,16%
CCOc1cc(N2CCOCC2)c(OCC)cc1NC(=O)c1nn(CC)c(=O)c2ccccc12,i,-8%,26%,1%,21%,i,3%,46,/
Cc1ccc2cc(CCNS(=O)(=O)c3ccc(Br)cc3)c(=O)[nH]c2c1C,i,-9%,-17%,4%,-2%,-7%,8%,14,-1%
CC(C)(C)NC(=O)CSc1nnc(-c2ccccn2)n1-c1ccccc1,i,-27%,15%,0%,21%,-9%,-6%,-22,6%
O=C(COC(=O)c1cccnc1Nc1cccc(C(F)(F)F)c1)NC1CCS(=O)(=O)C1 (configuration not stated),i,-6%,-1%,0%,6%,-39%[inhibitor],8%,-4,4%
O=C(c1ccccc1Cl)c1c(O)c2ccccc2oc1=O,i,-29%,-11%,-14%,-11%,-25%,-2%,2,28%
CC(Oc1ccc(Cl)cc1)C(=O)N1CCCc2ccccc21 (configuration not stated),i,-8%,?,9%,?,-78%[inhibitor],-4%,-23,16%
CCOC(=O)c1cc(-c2ccccc2)sc1NC(=S)Nc1cc(C)ccn1,/,11%,0%,6%,-9%,i,-18%,0,-6%
CN(C)c1ccc(N=Nc2ccccc2C(=O)OCC(=O)Nc2ccccc2C(F)(F)F)cc1,i,8%,?,10%,-15%[0.397 µM],-17%,?,-23,29%
Cc1[nH]c2ccccc2c1/C=N/NC(=O)c1cccc(S(=O)(=O)Nc2cccc(C(F)(F)F)c2)c1,i,-7%,13µM*,-5%,6%,-71%[inhibitor],0%,-21,-24%
Cc1ccnc(NS(=O)(=O)c2ccc(NC(=O)C3C4C=CC(C4)C3C(=O)O)cc2)n1 (configuration not stated),i,-2%,17%,-4%,29%,-62%,-4%,6,4%
Cc1nn(-c2ccccc2)c(/N=C/c2ccc(O)cc2)c1-c1ccccc1,i,-3%,?,0%,22%,-21%,-3%,16,/
COc1ccc(CN2CCN(c3ccccn3)CC2)c(OC)c1C,i,-14%&-7%,?,-7%&-3%,-5%&-18%,i,-3%&-4%,-56*!,0%&-30%
COc1ccc(Cc2nnc(SCC(=O)c3ccc4c(c3)OCO4)o2)cc1,i,1%,-5%,12%,12%,-17%,-10%,-11,-12%
COc1ccccc1/C=N/NC(=O)c1csc(C)c1C,i,0%,-7%,-6%,11%,-6%,5%,-26,/
COCCn1c(=O)[nH]c2cc(C(=O)NCCN3CCN(c4cccc(Cl)c4)CC3)ccc2c1=O,-118%*,10%,-21%,3%,-1%,-13%,-4%,?,1%
OC(c1ccccc1)(c1nc(-c2ccc3c(c2)OCO3)cs1)C(F)(F)F (configuration not stated),i,?,?,-77%[inhibitor],-92%[inhibitor],-21%,-1%,0,21%
O=C(CCC(=O)OCC(=O)c1ccc(Br)cc1)NC1CCCCC1,i,6%,7%,13%,-1%,-14%,-9%,-7,9%
Cc1ccc2nc(CSc3nnc(Nc4ccccc4F)s3)cc(=O)n2c1,i,-4%,72%[activator],-3%,?,i,8%,46,15%
CC1(C)CC(NS(=O)(=O)OCC(Cl)(Cl)Cl)c2cc(C#N)ccc2O1 (configuration not stated),i,0%,?,-1%,?,-92%[inhibitor],-3%,0,-14%
CCOC(=O)Cc1csc(NC(=O)CSc2ncnc3c2cnn3-c2ccc(OC)cc2)n1,i,13%,?,3%,12%,-22%[57.5 µM],-10%,28,23%
O=C(c1cc(S(=O)(=O)N2CCOCC2)c(Cl)cc1Cl)N1CCN(S(=O)(=O)c2cccc(F)c2)CC1,i,14%,-15%,0%,-8%,-1%,-7%,-1,2%
COc1ccc(CCC(=O)Nc2c(-c3ccc(N(C)C)cc3)[nH][nH]c2=O)cc1,i,-19%,27%,3%,20%,-26%,4%,?,16%
Cc1ccc(/C=C2/C(=O)N=C(N)N2C)s1,i,-1%,16%,4%,0%,-1%,1%,-19,/
Cc1ccc(N2CC(C(=O)OCC(=O)C(C)(C)C)CC2=O)cc1C (configuration not stated),i,-4%,7%,-5%,31%,-7%[57.5 µM],2%,-15,37%
Cc1cccn2c(CN3CCNC(=O)CC3)c(C(=O)N(C)CCc3ccccc3)nc12,i,-1%,-4%[7.66 µM],1%,-12%,-13%,1%,7,9%
CC(C)OCCCN(C)C1CCN(S(=O)(=O)c2ccc(-c3cc(C(F)(F)F)no3)s2)CC1,i,-1%,?,0%,4%,i,7%,-84*,11%
COc1cc(OC)c(C2=NOC(C(=O)N3CCN(C(=O)c4ccco4)CC3)C2)cc1Cl (configuration not stated),i,2%,0%[0.307 µM],7%,11%,i,15%,16,12%
CCCN1Cc2cccc(C(=O)Nc3ccccc3C(=O)OC)c2C1=O,/,-14%,1%,/,10%,i,/,/,11%
Cc1ccc2nc(NC(=O)COC(=O)c3ccncc3)sc2c1,i,-7%,13%,1%,10%,-5%,0%,7,17%

# Entries listed so far that have fluorine (8):
SMILES,Akt phos inh,Abeta rescue,GLP1R inv ag,aSyn yeast inh,TDP43 rescue,PTHR1 ag,GLP-1R agonist,D3 antag,FUS yeast rescue
CC(=O)Nc1cccc(Nc2nc(-c3ccccc3F)nc3ccccc23)c1,i,-3%,?,3%,-13%[0.397 µM],-25%,8%,2,16%
O=C(COC(=O)c1cccnc1Nc1cccc(C(F)(F)F)c1)NC1CCS(=O)(=O)C1 (configuration not stated),i,-6%,-1%,0%,6%,-39%[inhibitor],8%,-4,4%
CN(C)c1ccc(N=Nc2ccccc2C(=O)OCC(=O)Nc2ccccc2C(F)(F)F)cc1,i,8%,?,10%,-15%[0.397 µM],-17%,?,-23,29%
Cc1[nH]c2ccccc2c1/C=N/NC(=O)c1cccc(S(=O)(=O)Nc2cccc(C(F)(F)F)c2)c1,i,-7%,13µM*,-5%,6%,-71%[inhibitor],0%,-21,-24%
OC(c1ccccc1)(c1nc(-c2ccc3c(c2)OCO3)cs1)C(F)(F)F (configuration not stated),i,?,?,-77%[inhibitor],-92%[inhibitor],-21%,-1%,0,21%
Cc1ccc2nc(CSc3nnc(Nc4ccccc4F)s3)cc(=O)n2c1,i,-4%,72%[activator],-3%,?,i,8%,46,15%
O=C(c1cc(S(=O)(=O)N2CCOCC2)c(Cl)cc1Cl)N1CCN(S(=O)(=O)c2cccc(F)c2)CC1,i,14%,-15%,0%,-8%,-1%,-7%,-1,2%
CC(C)OCCCN(C)C1CCN(S(=O)(=O)c2ccc(-c3cc(C(F)(F)F)no3)s2)CC1,i,-1%,?,0%,4%,i,7%,-84*,11%

# Assay outcomes from PubChem BioAssay.

# The list is partial; count on the stated rates, not on these rows.
